NSD2 inh – blocks human histone methyltransferase NSD2. O96028. NSD2 peptide methylation, AlphaScreen, 120 min. inhibition, % at 12.5 µM. 310,000 compounds, 0.54% hits. AID 743445; in the data active means inhibition above about 50%
dFosB activator – enhances mouse delta FosB homodimer DNA binding; 340,000 compounds, 0.99% hits; AID 493131; activation, % at 25 µM; P13346; purified delta FosB, TAMRA-CDK5 oligo fluorescence polarization; percent of positive-control signal above neutral wells;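 active means mean activation above about 17%, with every replicate also reaching it, limit read from the data, passing the limit was not always enough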;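 further: fluorescence polarization rise as delta FosB binds a TAMRA Cdk5 AP-1 oligo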
Target sequence (P13346 whole entry, looked up): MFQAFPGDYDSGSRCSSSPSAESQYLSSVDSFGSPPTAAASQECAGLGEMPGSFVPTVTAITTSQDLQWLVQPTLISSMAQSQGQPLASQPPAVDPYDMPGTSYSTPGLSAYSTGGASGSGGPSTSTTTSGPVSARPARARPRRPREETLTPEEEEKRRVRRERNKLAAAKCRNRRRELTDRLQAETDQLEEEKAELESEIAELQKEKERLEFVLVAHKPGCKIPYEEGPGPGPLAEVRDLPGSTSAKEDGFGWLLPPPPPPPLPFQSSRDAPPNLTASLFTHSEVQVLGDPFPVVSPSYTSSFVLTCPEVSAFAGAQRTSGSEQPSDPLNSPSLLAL
SR-BI DiI inh – mouse SR-BI HDL lipid transfer inhibition. Q61009. ldlA[mSR-BI] CHO cells, DiI-HDL uptake fluorescence, 3 h. inhibition, % at 12.5 µM. 320,000 compounds, 0.96% hits. AID 488896;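 active means mean replicate inhibition of at least 70% and a set share of replicates each scoring 70 or more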;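 further: 0% = median of neutral control wells and 100% = median of positive control wells; values of inactives mirror those of a sister screen read the other way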
HTR5A ag – activates human HTR5A in OPRM1-OPRD1 agonist counter-screen. 340,000 compounds, 0.61% hits. P47898. HTR5A agonist assay, luminescence, cell-based. activation, % at 9.3 µM. AID 504692; in the data active means activation mostly above about 9.5%, no sharp cut-off; inactive means mostly below about 7.6%;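 further: 0% = cells with vehicle only and 100% = reference agonist; strong numbers were not always called active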
CDK5 p35 inh – blocks human CDK5/p35 kinase activity; 330,000 compounds, 0.01% hits; inhibition, % at 10 µM; AID 488839; Recombinant CDK5/p35, ADP-Glo luminescence, 60 min;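 active means highest replicate inhibition of at least 50% and at least 75% of replicates reaching 50%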;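 further: plate controls were DMSO neutral control for no effect and GW8510 at 10 µM for full effect; many of its hits are not listed in these tables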
Target sequence (Q00535 whole entry, looked up): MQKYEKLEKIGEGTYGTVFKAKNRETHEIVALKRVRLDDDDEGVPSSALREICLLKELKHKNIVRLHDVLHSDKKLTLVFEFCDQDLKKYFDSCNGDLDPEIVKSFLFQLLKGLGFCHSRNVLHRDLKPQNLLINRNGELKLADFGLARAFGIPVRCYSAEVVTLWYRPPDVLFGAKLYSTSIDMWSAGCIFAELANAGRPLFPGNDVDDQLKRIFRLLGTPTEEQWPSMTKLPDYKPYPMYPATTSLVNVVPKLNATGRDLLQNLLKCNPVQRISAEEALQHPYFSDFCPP
Target sequence (Q15078 whole entry, looked up): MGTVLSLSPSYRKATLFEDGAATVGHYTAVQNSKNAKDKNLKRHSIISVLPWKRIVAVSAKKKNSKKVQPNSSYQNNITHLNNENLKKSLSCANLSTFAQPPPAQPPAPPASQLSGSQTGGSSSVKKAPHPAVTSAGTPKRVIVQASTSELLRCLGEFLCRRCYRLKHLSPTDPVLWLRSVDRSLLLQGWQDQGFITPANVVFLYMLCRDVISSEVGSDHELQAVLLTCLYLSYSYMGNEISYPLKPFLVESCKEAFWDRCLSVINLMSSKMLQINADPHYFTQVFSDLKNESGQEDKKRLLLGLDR
Wnt act – activators of Wnt/beta-catenin signaling; 300,000 compounds, 1.2% hits; activation, % at 9.35 µM; Wnt/beta-catenin reporter cell assay, activator, plate reader; in the data active means activation above about 30%, passing the limit was not always enough;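 further: 0% = neutral control wells and 100% = positive control wells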
MITF act – MITF TRPM1 promoter activation in melanoma cells. SK-MEL-5 TRPM1-promoter luciferase, 24 h; % of positive control, neutral wells = 0. 300,000 compounds, 0.75% hits. activation, % at 12.5 µM. AID 588334;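 active means mean activation of at least 80% with every replicate also reaching 80%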;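 further: 0% = neutral control wells and 100% = parthenolide positive control wells; values of inactives mirror those of a sister screen read the other way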
HTR5A inv ctr – counter-screen for OPRM1-OPRD1 inverse agonists: human HTR5A inverse agonism; inhibition, % at 9.3 µM; AID 504634; 340,000 compounds, 0.083% hits; HTR5A cell line, luminescence; in the data active means inhibition mostly above about 23%, no sharp cut-off; inactive means mostly below about 18%;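 further: 0% = cells with DMSO and 100% = no-cell wells with DMSO; some compounds called inactive have numbers as strong as hits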
PvdQ acylase – P. aeruginosa PvdQ acylase inhibition | AID 488965 | inhibition, % at 10 µM | purified PvdQ acylase, fluorescence plate reader | 340,000 compounds, 0.063% hits; in the data active means inhibition above about 30%, passing the limit was not always enough;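 further: 0% = vehicle neutral wells and 100% = reference inhibitor wells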
V-ATPase pHluor – alters yeast V-ATPase proton transport; S. cerevisiae, pHLuorin cytosolic pH fluorescence; response, % at 10 µM; 350,000 compounds, 0.37% hits; AID 504577; in the data active means response mostly above about 7.3%, no sharp cut-off; inactive means mostly below about 5.4%; further: actives read high; inactives centre near 0; some compounds called inactive have numbers as strong as hits; reference of the scale not given here
* hit, by the source's call. Compounds as they come. About 5% of those tested had a hit in this group.

Screening CC1(C)c2[nH]c3ccccc3c2C[C@H]2C(=O)N(CCCO)CC(=O)N21 returned NSD2 inh -1, dFosB activator -1, SR-BI DiI inh -5, HTR5A ag 0, CDK5 p35 inh -0.9, Wnt act 0, MITF act 1, HTR5A inv ctr -2, PvdQ acylase -8 and V-ATPase pHluor -2.
`Cc1ccc(-c2nnc(SCC(=O)N/N=C/c3c(C)nn(-c4ccccc4)c3C)n2-c2ccccc2)cc1` gave NSD2 inh 1, dFosB activator -11, SR-BI DiI inh 63, HTR5A ag 6, CDK5 p35 inh 0.1, Wnt act -2, MITF act -4, HTR5A inv ctr -3, PvdQ acylase -15 and V-ATPase pHluor -2.
Screening COc1ccc(C2CCCN2C(=O)Nc2ccccc2)cc1OC (centres undefined) returned dFosB activator 3, SR-BI DiI inh 5, HTR5A ag -4, CDK5 p35 inh 0.7, Wnt act 2, MITF act 8, HTR5A inv ctr 10, PvdQ acylase 3 and V-ATPase pHluor -1.
Cc1nc2c(=O)oc3ccccc3c2n1-c1ccccc1 was read as NSD2 inh 15, dFosB activator -6, SR-BI DiI inh 10, HTR5A ag 2, CDK5 p35 inh 1.3, MITF act -4, HTR5A inv ctr -16, PvdQ acylase -14 and V-ATPase pHluor 2.
CCN(Cc1ccccc1)C(c1ccccn1)c1nnnn1C1CCCCC1 (centres undefined) was read as NSD2 inh -4, dFosB activator -8, SR-BI DiI inh -23, HTR5A ag -2, CDK5 p35 inh 0.5, MITF act -9, HTR5A inv ctr -7, PvdQ acylase 0 and V-ATPase pHluor 0.
Cc1cccc(NC(=O)c2ccc(OCc3c(C)noc3C)cc2)n1 was read as NSD2 inh 11, dFosB activator -9, SR-BI DiI inh 39, HTR5A ag 7, CDK5 p35 inh -2.6, Wnt act 4, HTR5A inv ctr -18, PvdQ acylase -17 and V-ATPase pHluor -1.
`CC(=O)Nc1ccc(NC(=O)C(C)OC(=O)C23CC4CC(CC(Cl)(C4)C2)C3)cc1` (centres undefined) gave NSD2 inh 1, dFosB activator -9, SR-BI DiI inh -17, HTR5A ag 0, CDK5 p35 inh -0.4, Wnt act -3, MITF act -4, HTR5A inv ctr 0, PvdQ acylase -7 and V-ATPase pHluor 2.
`CCCCN1C=CC(=C2N=c3cccc([N+](=O)[O-])c3=N2)C=C1` gave NSD2 inh 0, dFosB activator -3, SR-BI DiI inh -31, HTR5A ag -2, CDK5 p35 inh 0.1, Wnt act 22, MITF act 5, HTR5A inv ctr 4, PvdQ acylase -2 and V-ATPase pHluor 8.
For CCN1CCN(C(=O)C2CCN(S(=O)(=O)N3CCC4(CC3)OCCO4)CC2)CC1 the results were NSD2 inh 3, dFosB activator -2, SR-BI DiI inh -1, HTR5A ag 0, CDK5 p35 inh -1.5, Wnt act 0, MITF act 4, HTR5A inv ctr 21, PvdQ acylase -14 and V-ATPase pHluor 2.
O=C(CNC(=O)COc1ccccc1)NCc1cccnc1 was read as NSD2 inh -2, dFosB activator 1, HTR5A ag 15, CDK5 p35 inh 1.1, Wnt act 0, MITF act 0, HTR5A inv ctr -43, PvdQ acylase -6 and V-ATPase pHluor -2.
`CCCCCCCn1c(NC(=O)CC)nc2ccccc21` gave NSD2 inh -6, dFosB activator -11, SR-BI DiI inh 9, HTR5A ag 0, CDK5 p35 inh -0.7, Wnt act -8, HTR5A inv ctr -9, PvdQ acylase -7 and V-ATPase pHluor 4.
COc1ccc(CCNC(=O)C(=O)NCC2CCCO2)cc1 (centres undefined) was read as NSD2 inh 1, dFosB activator 3, SR-BI DiI inh -7, HTR5A ag -2, CDK5 p35 inh -0.4, MITF act -2, HTR5A inv ctr 8, PvdQ acylase -3 and V-ATPase pHluor -1.
Screening CCOC(=O)c1c(C)[nH]c(C(=O)OCC(=O)Nc2ccc(Cl)cn2)c1C returned NSD2 inh -1, dFosB activator -9, SR-BI DiI inh -16, HTR5A ag 6, CDK5 p35 inh -3.3, Wnt act 0, MITF act 6, HTR5A inv ctr 1, PvdQ acylase 8 and V-ATPase pHluor 5.
`CN(C)S(=O)(=O)c1ccc2nnn(O)c2c1` gave NSD2 inh 1, dFosB activator -11, SR-BI DiI inh -5, HTR5A ag 2, CDK5 p35 inh 0.4, Wnt act -2, MITF act 1, HTR5A inv ctr -5, PvdQ acylase -8 and V-ATPase pHluor 1.
Screening CCOc1c(Cl)cc(C(=O)Nc2ccccc2C(=O)O)cc1Cl returned dFosB activator -15, SR-BI DiI inh 12, HTR5A ag -1, CDK5 p35 inh -0.2, Wnt act 9, MITF act 67, HTR5A inv ctr 2, PvdQ acylase -7 and V-ATPase pHluor 0.
Screening CC(C)Cn1c(O)c(N=NC(=O)c2cccc(S(=O)(=O)N3CCCCC3)c2)c2ccccc21 returned NSD2 inh -2, dFosB activator -9, SR-BI DiI inh -7, HTR5A ag 4, CDK5 p35 inh -0.7, MITF act 6, HTR5A inv ctr -10, PvdQ acylase -6 and V-ATPase pHluor 3.
For CCN(CC(=O)NCc1ccc(F)cc1)C(=O)CN1CCN(c2ccc(OC)cc2)CC1 the results were NSD2 inh 0, dFosB activator -7, SR-BI DiI inh -10, HTR5A ag 3, CDK5 p35 inh 1.2, Wnt act -3, MITF act -1, HTR5A inv ctr -12, PvdQ acylase -9 and V-ATPase pHluor 0.
Cc1ccn2c(=O)nc(SCC(=O)OCc3ccccc3)nc2c1 was read as NSD2 inh -4, dFosB activator -11, SR-BI DiI inh -8, HTR5A ag -2, CDK5 p35 inh -1.5, Wnt act -3, MITF act -7, HTR5A inv ctr 4, PvdQ acylase -11 and V-ATPase pHluor 4.
O=C(CN(CC1CCCO1)C(=O)CNS(=O)(=O)c1ccccc1)NCc1ccco1 (centres undefined) was read as NSD2 inh -2, dFosB activator -7, SR-BI DiI inh -6, HTR5A ag -4, CDK5 p35 inh 1.5, Wnt act 2, MITF act 4, HTR5A inv ctr -6, PvdQ acylase -13 and V-ATPase pHluor 3.
CCOC(=O)N1CCC(N(CCOC)C(=O)Nc2ccc(Cl)c(Cl)c2)CC1 was read as NSD2 inh 0, dFosB activator -2, SR-BI DiI inh 47, HTR5A ag 12, CDK5 p35 inh -10, MITF act -12, HTR5A inv ctr -27, PvdQ acylase -23 and V-ATPase pHluor 4.
`CC1CCCN(C(=O)C2CC(=O)N(c3ccc(Cl)cc3)C2)C1` (centres undefined) gave NSD2 inh 1, dFosB activator 6, HTR5A ag 2, CDK5 p35 inh 0.1, Wnt act 6, MITF act 14, HTR5A inv ctr -7, PvdQ acylase 0 and V-ATPase pHluor -5.
Screening CC1CCCCC1NC(=O)C1CCN(S(=O)(=O)N2CCC3(CC2)OCCO3)CC1 (centres undefined) returned NSD2 inh 2, dFosB activator 0, SR-BI DiI inh -14, HTR5A ag 7, CDK5 p35 inh 4.3, MITF act 1, HTR5A inv ctr -18, PvdQ acylase 11 and V-ATPase pHluor 0.
CCn1c(/C=C/c2ccc([N+](=O)[O-])o2)nc2ccccc2c1=O was read as NSD2 inh 1, dFosB activator -1, SR-BI DiI inh -7, HTR5A ag -3, CDK5 p35 inh 0.3, HTR5A inv ctr -5, PvdQ acylase -6 and V-ATPase pHluor -1.
`CCN(CC)C(=O)N1CCc2ccccc21` gave NSD2 inh -2, dFosB activator 5, SR-BI DiI inh -21, HTR5A ag -1, CDK5 p35 inh 0.7, MITF act 8, HTR5A inv ctr 3, PvdQ acylase -4 and V-ATPase pHluor -2.
`Clc1ccc(OCc2nn3c(-c4ccco4)nnc3s2)cc1` gave NSD2 inh 1, dFosB activator -18, SR-BI DiI inh -41, HTR5A ag 2, CDK5 p35 inh 0.3, MITF act 19, HTR5A inv ctr 15, PvdQ acylase -2 and V-ATPase pHluor -4.
For CCc1nn(C(C)C(=O)NCc2cccc(Cl)c2)c(=O)c2cc3occc3n12 (centres undefined) the results were NSD2 inh 0, dFosB activator -2, SR-BI DiI inh 4, HTR5A ag 4, CDK5 p35 inh -1.9, Wnt act -3, MITF act 3, HTR5A inv ctr 0, PvdQ acylase -3 and V-ATPase pHluor -2.
O=[N+]([O-])c1ccc(NC(=S)NCC(c2cccnc2)N2CCOCC2)cc1 (centres undefined) was read as NSD2 inh -1, dFosB activator 3, SR-BI DiI inh -9, HTR5A ag 1, CDK5 p35 inh -0.1, Wnt act -1, MITF act 17, HTR5A inv ctr -3, PvdQ acylase -4 and V-ATPase pHluor -3.
`CSCCC(NS(=O)(=O)c1cccs1)C(=O)NCc1ccc(C)cc1` (centres undefined) gave NSD2 inh -3, dFosB activator -1, SR-BI DiI inh 10, HTR5A ag -3, CDK5 p35 inh 0.3, Wnt act -1, MITF act -14, HTR5A inv ctr 9, PvdQ acylase -7 and V-ATPase pHluor 0.
For Cn1nc(C(=O)NCc2cccs2)c2ccccc2c1=O the results were NSD2 inh -2, dFosB activator -8, HTR5A ag -3, CDK5 p35 inh 1.3, Wnt act 0, MITF act -14, HTR5A inv ctr 7, PvdQ acylase -7 and V-ATPase pHluor 0.
For Cc1cc(-c2ccc(C(C)C)c(S(=O)(=O)N3CCC(C)CC3)c2)on1 the results were NSD2 inh -15, dFosB activator -11, SR-BI DiI inh 44, HTR5A ag -1, CDK5 p35 inh -0.3, Wnt act -3, MITF act 4, HTR5A inv ctr -7, PvdQ acylase 7 and V-ATPase pHluor -7.
COc1cc(OC)cc(C(=O)NNS(=O)(=O)c2ccc(F)cc2)c1 was read as NSD2 inh 0, dFosB activator -3, SR-BI DiI inh 7, HTR5A ag -4, CDK5 p35 inh -0.7, Wnt act -3, MITF act -19, HTR5A inv ctr 15, PvdQ acylase 7 and V-ATPase pHluor 8.
Screening O=C(Cc1ccc(Cl)cc1)Nc1cc(Cl)ccn1 returned NSD2 inh -2, dFosB activator -11, SR-BI DiI inh -38, HTR5A ag 3, CDK5 p35 inh 0.2, Wnt act 1, MITF act 34, HTR5A inv ctr 22, PvdQ acylase -4 and V-ATPase pHluor 0.
O=C(COC(=O)COc1ccccc1)Nc1ccccc1OC(F)F was read as NSD2 inh 7, dFosB activator 1, SR-BI DiI inh -9, HTR5A ag 1, CDK5 p35 inh -0.4, MITF act -1, HTR5A inv ctr -5, PvdQ acylase -8 and V-ATPase pHluor 2.
Screening O=C(NCCS(=O)(=O)N1CCN(c2ccccc2)CC1)C1CC(=O)N(c2ccc(F)cc2)C1 (centres undefined) returned NSD2 inh -2, dFosB activator 0, SR-BI DiI inh -10, HTR5A ag -2, CDK5 p35 inh 0.4, Wnt act -3, MITF act -3, HTR5A inv ctr 12, PvdQ acylase -10 and V-ATPase pHluor 0.

Looked up by structure from the entries so far:
O=C(COC(=O)COc1ccccc1)Nc1ccccc1OC(F)F was read as NSD2 inh 7, dFosB activator 1, SR-BI DiI inh -9, HTR5A ag 1, CDK5 p35 inh -0.4, MITF act -1, HTR5A inv ctr -5, PvdQ acylase -8 and V-ATPase pHluor 2.
Screening O=C(NCCS(=O)(=O)N1CCN(c2ccccc2)CC1)C1CC(=O)N(c2ccc(F)cc2)C1 (centres undefined) returned NSD2 inh -2, dFosB activator 0, SR-BI DiI inh -10, HTR5A ag -2, CDK5 p35 inh 0.4, Wnt act -3, MITF act -3, HTR5A inv ctr 12, PvdQ acylase -10 and V-ATPase pHluor 0.
Screening O=C(Cc1ccc(Cl)cc1)Nc1cc(Cl)ccn1 returned NSD2 inh -2, dFosB activator -11, SR-BI DiI inh -38, HTR5A ag 3, CDK5 p35 inh 0.2, Wnt act 1, MITF act 34, HTR5A inv ctr 22, PvdQ acylase -4 and V-ATPase pHluor 0.
